MsrA inh = inhibitors of bovine MsrA; actives 0.75% (n = 360,000); purified bovine MsrA, absorbance read-out; inhibition, % at 15.5 µM; in the data active = inhibition above about 4.5%;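 note: 0% = vehicle wells with enzyme and 100% = reference inhibitor wells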
TbMetRS inhib = blocks T. brucei methionyl-tRNA synthetase activity. purified T. brucei MetRS, ATP depletion, Kinase-Glo luminescence. inhibition, % at 11.9 µM. actives 0.4% (n = 360,000). AID 624268;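 active = inhibition above a per-plate cutoff of the control wells' mean inhibition plus 3 SD, cut at about 5.5% in these data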;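 note: 0% = DMSO wells median and 100% = median of wells with control inhibitor compound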
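Material: parasite MetRS enzyme / Replication: singlicate, one well per compound / Signal: luminescence of leftover ATP / Schedule: 2 h aminoacylation at 25 °C after 15 min preincubation / Medium: HEPES-MgCl2-KCl buffer plus DTT, spermine, BSA, pyrophosphatase / Doses: 11.9 µM single point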
MT1-MMP act inh = blocks activation of human MT1-MMP | P50281 | HT1080 RFP-PRO-GFP cells, GFP/RFP ratio fluorescence, overnight; percent of plate control window, DMSO zero | GFP/RFP ratio change, % at 20 µM | actives 0.061% (n = 360,000) | AID 651647;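 active = GFP/RFP ratio change of at least 30% with cell ATP level not reduced by more than half and red fluorescence within 50% of control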; note: strong numbers were not always called active
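Assay system: HT1080 RFP-PRO-GFP cells. Benchmarks: DMSO vehicle wells and RFP-L50D-GFP reporter cell wells. Times: overnight cell settling, then overnight compound exposure, 37 °C, 5% CO2. Compound: 20 µM single dose, 1% DMSO. Read-out basis: GFP/RFP fluorescence ratio.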
MsrA act = activators of bovine methionine sulfoxide reductase A; purified bovine MsrA, absorbance read-out; actives 0.3% (n = 360,000); activation, % at 10.6 µM; in the data active = activation above about 7.5%;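 note: 0% = vehicle and 100% = reference activator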
E coli Lon inh = inhibits E. coli Lon protease | P0A9M0 | actives 0.42% (n = 360,000) | purified E. coli Lon protease, fluorescence polarization | AID 602123 | inhibition, % at 7.94 µM; in the data active = inhibition above about 13%, passing the limit was not always enough;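 note: 0% = enzyme with probe and DMSO and 100% = no enzyme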
FAS TE block = inhibitors of human fatty acid synthase thioesterase domain; recombinant FAS-TE, OMFH fluorogenic substrate, fluorescence endpoint; AID 602261; actives 0.67% (n = 360,000); inhibition, % at 15 µM; P49327;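 active = compounds whose normalised, plate-corrected inhibition of enzyme fluorescence in the single-dose primary screen is 50% or more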;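 note: 0% = DMSO with enzyme and 100% = substrate without enzyme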
CendR NRP1 mod = modulators of CendR peptide binding to human neuropilin-1 | O14786 | FAM-RPARPAR peptide binding to NRP-1, fluorescence polarization | inhibition, % at 25 µM | actives 0.85% (n = 360,000) | AID 602438;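 active = inhibition or corrected inhibition above about 18%, plus a signal ratio from 0.5 to 1.5, limit read from the data, passing the limit was not always enough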; note: strong numbers were not always called active
SKN-1 inh = C. elegans SKN-1 inhibition | C. elegans VP596 Pgst-4::GFP/RFP ratio, acrylamide-induced, 24 h | inhibition, % at 21.8 µM | actives 0.49% (n = 360,000) | AID 624304;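 active = interference check ratio from 0.5 to 1.5 plus GFP to RFP signal ratio inhibition reaching or exceeding a fixed threshold, cut at about 30% in these data, passing the limit was not always enough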; note: some compounds called inactive have numbers as strong as hits
MLLE-PAM2 inh = inhibitors of microRNA-mediated deadenylation, human PABP1 MLLE binding; inhibition, % at 20 µM; GST-MLLE / FITC-PAM2 fluorescence polarization; P11940; actives 0.36% (n = 360,000); in the data active = inhibition above about 35%, passing the limit was not always enough;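 note: plate controls were DMSO wells with GST-MLLE for no effect and wells lacking GST-MLLE protein for full effect; some results filed as inactive read as strong as hits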
Starred values were filed as active, the others as inactive; x = not tested or not shown.

SMILES	MsrA inh	TbMetRS inhib	MT1-MMP act inh	MsrA act	E coli Lon inh	FAS TE block	CendR NRP1 mod	SKN-1 inh	MLLE-PAM2 inh
O=C(OCC(=O)N1CCCCCC1)c1ccc[nH]c1=O	-0.1	-0.1	8	-1	5	-6	-1	7	1
CS(=O)(=O)n1nc(-c2ccccc2)nc1N	-0.1	-0.6	2	-3	-2	-8	6	7	6
COc1ccccc1NC(=O)CCc1nnc2ccc(N3CCC4(CC3)OCCO4)nn12	-0.1	-1.0	-1	-11	-4	-2	4	-9	15
O=C(Cn1cc(C(=O)c2ccco2)c2ccccc21)NC1CC1	4.3	0.0	-1	6	1	-3	-6	-3	4
CCOCCCNC(=S)N(CCCN(C)C)Cc1cc2cc3c(cc2[nH]c1=O)OCCO3	2.6	0.6	-6	-3	-20	-1	-3	1	-88
CCOC(=O)C(=O)Nc1ccccc1C(=O)NC(C)C	-0.2	-0.1	2	-1	8	-9	9	-11	21
Cc1ccccc1-c1csc(C(O)c2ccc(F)cc2)n1 (stereo unspecified)	-1.0	0.0	3	-2	-16	4	-4	13	-5
COc1ccc(NC(=O)CSc2n[nH]c(N)n2)c([N+](=O)[O-])c1	1.2	-0.4	-1	-6	-2	-9	-3	-27	-8
Cc1cc(C)n2nc(CCc3ccccc3)nc2n1	0.7	-0.2	9	-5	-1	-12	0	-19	11
C=C1CCC[C@]2(C)C[C@H]3OC(=O)C(CNC(C)CC)[C@H]3CC12 (stereo partly specified)	1.4	-1.4	-6	-8	0	-4	10	-11	12
COC(=O)Cn1c(N)[n+](Cc2ccccc2)c2ccccc21	0.6	-0.1	-2	-2	-2	-8	5	9	0
CCOC(=O)c1nn(-c2c(C)n(C)n(-c3ccccc3)c2=O)cc1O	0.0	-0.3	1	-2	2	-3	9	-5	-14
CC1(C)N=C2C(=[N+]1[O-])CCC/C2=N\O	-0.7	-0.9	8	0	5	-4	-3	-8	2
COc1ccc(NC(=O)c2nc(-n3nc(C)cc3C)ccc2Cl)cc1Cl	0.2	-0.6	2	-3	-5	9	-3	7	-4
CCOc1ccccc1N1CCN(CC(O)COc2ccc3c(C)cc(=O)oc3c2)CC1 (stereo unspecified)	1.9	0.1	3	-3	-1	-2	3	16	0
O=C(NCN1CCCCC1)c1cnccn1	0.0	-0.7	-3	1	6	-6	2	8	5
COc1ccc(S(=O)(=O)N2CCN(c3cnccn3)CC2)cc1	0.6	-0.1	-3	-3	-8	5	9	-4	-4
O=C(NCC(c1ccco1)N1CCCCC1)c1ccc(OCc2ccccc2)cc1 (stereo unspecified)	0.9	0.1	2	-1	3	-3	-1	-2	7
O=C(NC(=S)Nc1ccc(CN2CCOCC2)cc1)c1ccc(-c2cccc(Cl)c2)o1	0.5	-0.2	4	-3	-1	32	-2	18	30
COc1cc(C(N)=O)cc(Cl)c1OCc1ccccc1	-0.1	0.2	-4	1	5	-2	7	7	6
CC(C)COc1cccc(C(=O)NC(=S)Nc2cccc(NC(=O)c3ccccc3Cl)c2)c1	0.6	-1.2	0	-5	-1	10	0	2	23
O=C(c1cccc(S(=O)(=O)N2CCc3ccccc32)c1)N1CCN(c2ccccn2)CC1	0.2	0.1	-5	-3	2	11	6	-17	15
CCOc1ccccc1N1CCN(C(=O)CCCN2C(=O)c3cccc4cccc(c34)C2=O)CC1	-0.2	0.0	2	1	6	14	-7	8	-12
COc1ccccc1Oc1coc2c(CN3CCN(C)CC3)c(O)ccc2c1=O	2.1	-0.6	8	-1	-1	-5	-6	2	4
Cc1ccc(S(=O)(=O)N2CCN(C(=O)c3cc(S(=O)(=O)N4CCOCC4)ccc3Cl)CC2)c(C)c1	-1.1	0.1	-5	-2	0	17	-4	-7	-1
Cc1nc(-c2ccccc2)sc1C1(C)CC(c2ccc(OC(F)(F)F)cc2)=NO1 (stereo unspecified)	1.1	-0.4	1	-1	11	16	10	9	1
COc1cc(OC)cc(C2=Cc3ccccc3C(CC(=O)c3ccco3)N2c2ccc(-c3ccc(C(N)=O)cc3)cc2)c1 (stereo unspecified)	3.4	-1.3	-10	-10	-6	18	-18	4	x
COc1ccccc1C(=O)N/C(=C/c1ccco1)C(=O)Nc1ccc(C(=O)O)cc1	3.7	-0.5	-9	-2	-17	-4	-141	16	-37
O=c1c2ccccc2oc2ccccc12	0.8	0.2	2	-2	-3	3	-2	23	12
CCCNC(=O)NS(=O)(=O)c1cnccc1Sc1ccc(Cl)c(Cl)c1	-0.4	-0.1	4	-1	-3	-5	1	8	15
Cc1cc(C)cc(NS(=O)(=O)c2ccc3[nH]c(=O)[nH]c3c2)c1	0.2	0.7	2	-2	-6	3	3	-5	-1
C/C(=N\Nc1ccc2nncn2n1)c1ccc(Cl)s1	2.8	1.2	2	-1	1	1	-4	11	4
C=CC[C@H]1C(C(=O)OCC)=CC[C@@H](c2ccccc2)N1S(=O)(=O)c1ccc(C)cc1	-0.2	-0.1	-13	-2	3	20	11	8	-8
Cc1ccc(C2CN=NC23CCc2ccccc2C3=O)cc1 (stereo unspecified)	1.0	-0.3	2	-3	4	7	11	8	7
O=C(OC1CO[C@H]2O[C@@H]1[C@H](OC(=O)c1ccccc1)[C@H]2OC(=O)c1ccccc1)c1ccccc1 (stereo partly specified)	0.7	0.5	5	-2	-11	35	4	6	-7
COc1ccccc1Nc1cc2cc(Br)ccc2c(=O)[nH]1	-0.2	5.6	-11	-7	-48	32	-44	3	-10
CC(C)Nc1nc(Oc2cccc(Cl)c2Cl)cc(C(F)(F)F)n1	-0.1	-0.6	-20	-3	-9	19	-4	19	5
CCC(C)NC(=O)Cn1cc2c(n1)CCC(C)C2 (stereo unspecified)	0.4	0.2	0	0	9	-4	-19	9	7
O=C(NC(c1ccc(Cl)cc1)c1cnccn1)C1CCN(CCOc2ccc(F)cc2)CC1 (stereo unspecified)	0.1	-0.2	1	-1	-2	-2	-12	1	-14
CCCn1c(=O)c(C(=O)NNC(=O)c2cccc([N+](=O)[O-])c2)c(O)c2ccccc21	1.0	1.4	0	-2	6	2	7	-17	24
CN(C)Cc1c(C#N)c2ccccc2n1C	-0.9	-0.8	4	-8	-4	-8	2	98	5
NS(=O)(=O)c1ccc(CCNC(=O)C2Cc3ccccc3CN2C(=O)c2ccco2)cc1 (stereo unspecified)	-0.5	-1.2	-3	-8	-1	-10	-5	12	5
COc1cccc(S(=O)(=O)N2C[C@H](O)COC[C@H]3O[C@@H](CC(=O)N4CCN(C)CC4)CC[C@@H]32)c1	0.1	-0.8	-3	x	x	x	2	30	x
COc1cccc(CNS(=O)(=O)c2cc3c4c(c2)CCC(=O)N4CCC3)c1	-1.1	-0.6	6	-8	16	-6	1	-6	3
O=S(=O)(NC1CCCC1)c1ccc(-n2cnnn2)cc1	-0.3	-0.7	1	-12	-1	-1	3	-11	-4
O=C(CCl)N1CCN(CC(=O)N2CCCC2)CC1	1.8	-0.7	2	-3	-3	-6	4	4	5
COc1ccc(/C=C/C(=O)Oc2cccc(/C=N/NC(=O)c3cccc(F)c3)c2)cc1	1.4	-0.1	4	-1	1	14	-5	-4	15
COc1cccc(C(c2c(N)[nH]c(=S)[nH]c2=O)c2c(N)[nH]c(=S)[nH]c2=O)c1	0.2	3.0	0	4	-6	-3	-26	-8	31
Nc1cc(N)nc(SCC(=O)NCc2ccco2)n1	-0.3	-0.3	-4	0	11	-4	9	-14	14
COc1cccc2sc(NNC(=O)C3=COCCO3)nc12	0.1	-0.2	-10	-3	-5	-2	-70	11	-18
Cn1ncc(Br)c1C(=O)Nc1c(F)c(F)cc(F)c1F	0.5	-0.2	10	1	-4	-6	-8	-1	5
CC1CCc2c(sc(N)c2C(=O)OC(C)C)C1 (stereo unspecified)	-1.3	-1.1	-1	-11	-3	7	-4	10	34
CCc1ccc(N(C(=O)c2snc(C(N)=O)c2N)C(C(=O)NCC2CCCO2)c2cccs2)cc1 (stereo unspecified)	-0.3	-0.5	1	-2	4	7	-9	5	-17
Cn1c(=NC(=O)C2CC2)sc2cccc(F)c21	0.3	0.0	-3	-4	-2	-3	-6	-12	8
CNC(C)C(=O)NC(C(=O)N1CCCC1C(=O)Nc1ccc2[nH]ccc2c1)C(C)C (stereo unspecified)	1.8	0.1	7	-1	14	-6	5	-2	-2
CCOC(=O)C1CCN(S(=O)(=O)c2cccc(-c3cn4cc(Cl)ccc4n3)c2)CC1	0.4	1.4	1	0	-2	9	-10	11	10
Cn1nccc1C(=O)OCC(=O)Nc1ccccc1Cl	-1.4	-0.3	-4	-5	-15	-5	4	4	0
CC(C)(C)NC(=O)NC(=O)Cn1cc(C(F)(F)F)ccc1=O	0.2	-0.2	-2	0	4	-4	8	7	-13
COc1ccc2oc(C(=O)OCC(=O)N3CCCC(C)C3)c(C)c2c1 (stereo unspecified)	0.1	-0.6	6	-10	0	3	4	5	-10
Cc1cc(C)c2nc(/N=C(\N)NC(=O)Nc3ccccc3)nc(C)c2c1	-0.8	-0.8	-11	-3	-25	27	-14	13	12

Some of these compounds in order of heavy-atom count, smallest number first.
SMILES	MsrA inh	TbMetRS inhib	MT1-MMP act inh	MsrA act	E coli Lon inh	FAS TE block	CendR NRP1 mod	SKN-1 inh	MLLE-PAM2 inh
CC1CCc2c(sc(N)c2C(=O)OC(C)C)C1 (stereo unspecified)	-1.3	-1.1	-1	-11	-3	7	-4	10	34
O=C(CCl)N1CCN(CC(=O)N2CCCC2)CC1	1.8	-0.7	2	-3	-3	-6	4	4	5
Nc1cc(N)nc(SCC(=O)NCc2ccco2)n1	-0.3	-0.3	-4	0	11	-4	9	-14	14
Cn1nccc1C(=O)OCC(=O)Nc1ccccc1Cl	-1.4	-0.3	-4	-5	-15	-5	4	4	0
COc1cccc(CNS(=O)(=O)c2cc3c4c(c2)CCC(=O)N4CCC3)c1	-1.1	-0.6	6	-8	16	-6	1	-6	3

(continued)
SMILES	MsrA inh	TbMetRS inhib	MT1-MMP act inh	MsrA act	E coli Lon inh	FAS TE block	CendR NRP1 mod	SKN-1 inh	MLLE-PAM2 inh
O=C(CSc1cn(CCNC(=O)c2cccs2)c2ccccc12)NC1CCCCC1	0.2	-1.9	2	-10	-9	-3	3	5	10
COc1ccc(N2CCN(c3nccs3)CC2)cc1	-0.4	0.0	2	-3	1	-3	-6	13	-9
CC(C)C(=O)N1CCN(c2ccc(NC(=O)COc3ccccc3[N+](=O)[O-])cc2)CC1	0.9	-1.1	1	-14	-5	-1	4	16	-9
O=C(O)c1cnn(-c2ccccc2)c1-c1ccccc1	0.4	-0.4	-4	-2	-5	-3	4	14	3
COc1ccc(OC)c(NC(=O)c2cccc(S(=O)(=O)N3CCN(C(C)=O)CC3)c2)c1	-0.7	0.1	0	-2	-5	-1	-1	-15	-16
CC(OC(=O)c1cccc([N+](=O)[O-])c1)C(=O)N1CCc2ccccc21 (stereo unspecified)	-0.4	0.1	1	-3	-7	77*	10	-12	7
Cc1cc(C(=O)COc2ccc(C#N)cc2)c(C)n1C1CC1	2.3	-0.3	4	-2	2	6	8	-4	11
CCCCCCCN1C(Nc2ccccc2)=NC[C@@H]1CC(C)C	-1.9	-0.5	3	-10	7	-109	-5	14	3
Cc1cc(C(F)(F)F)nn1CC(=O)Nc1ccc2c(c1)OCO2	1.0	-0.2	0	-2	-8	0	5	1	1
CCOc1ccc(NC(=O)CSc2nccn2Cc2ccco2)cc1	0.2	-0.3	-2	-4	-13	-5	3	0	-3
